Screening results: PubChem, several laboratories
HDAC3 inh: HDAC3 deacetylase inhibitors, primary screen, biochemical, fluorescence, cell-free homogeneous | Histone deacetylase 3 (Homo sapiens), O15379 | recombinant HDAC3, fluorogenic peptide/trypsin coupled | inhibition, % at 8.3 µM | actives 0.15% (n = 320,000) | AID 2718, 2010; in the data active = inhibition above about 26%, passing the limit was not always enough; inconclusive = no clear call, values can overlap the other calls
Target sequence (O15379 whole entry, looked up): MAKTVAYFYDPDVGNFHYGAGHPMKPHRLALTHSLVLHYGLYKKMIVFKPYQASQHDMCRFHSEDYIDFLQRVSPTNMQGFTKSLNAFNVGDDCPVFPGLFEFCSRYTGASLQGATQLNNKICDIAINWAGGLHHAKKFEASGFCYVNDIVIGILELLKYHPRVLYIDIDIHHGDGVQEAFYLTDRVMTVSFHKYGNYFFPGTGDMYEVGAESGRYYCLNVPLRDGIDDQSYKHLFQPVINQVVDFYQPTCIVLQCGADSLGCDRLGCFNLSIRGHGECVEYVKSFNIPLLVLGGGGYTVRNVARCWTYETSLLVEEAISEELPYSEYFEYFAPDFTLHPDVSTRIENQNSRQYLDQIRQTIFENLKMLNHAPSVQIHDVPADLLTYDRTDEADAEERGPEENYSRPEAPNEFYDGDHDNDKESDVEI
Dyrk1A ADPGlo: rat Dyrk1A kinase inhibitors, primary screen, biochemical, single point, plate reader. ADP-Glo luminescence, NFATc1 peptide. AID 504441, 2011. inhibition, % at 12.5 µM. actives 0.43% (n = 310,000). Dual specificity tyrosine-phosphorylation-regulated kinase 1A (Rattus norvegicus), Q63470; in the data active = inhibition above about 50%;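 also: plate controls were vehicle with enzyme for no effect and no enzyme for full effect; many of its hits are not listed in these tables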
TMEM16A inh: TMEM16A chloride channel inhibitors, primary screen, cell-based, HTS | AID 588511, 2011 | normalized B-score (activity score, 25-100; higher = stronger inhibition) at 10 µM | HEK293 TMEM16A/YFP iodide influx fluorescence, ionomycin | Anoctamin-1 (Mus musculus), Q8BHY3 | actives 1.2% (n = 310,000);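 active = ratio plate-corrected score three or more library SD toward inhibition, starting fluorescence score within five deviations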;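 also: score derived from kinetic fluorescence span divided by baseline fluorescence per well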
KCNK3 block: human KCNK3 channel inhibitors, primary screen, CHO cells, FluxOR thallium flux, B-score; B-score at 10 µM; FluxOR fluorescence; hits give low values; actives 0.84% (n = 340,000);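 active = B-score under library mean minus 4 SD, starting fluorescence ratio at most library mean plus 5 SD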;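 also: more negative B-score means stronger inhibition of thallium flux through KCNK3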
Target sequence (O14649 whole entry, looked up): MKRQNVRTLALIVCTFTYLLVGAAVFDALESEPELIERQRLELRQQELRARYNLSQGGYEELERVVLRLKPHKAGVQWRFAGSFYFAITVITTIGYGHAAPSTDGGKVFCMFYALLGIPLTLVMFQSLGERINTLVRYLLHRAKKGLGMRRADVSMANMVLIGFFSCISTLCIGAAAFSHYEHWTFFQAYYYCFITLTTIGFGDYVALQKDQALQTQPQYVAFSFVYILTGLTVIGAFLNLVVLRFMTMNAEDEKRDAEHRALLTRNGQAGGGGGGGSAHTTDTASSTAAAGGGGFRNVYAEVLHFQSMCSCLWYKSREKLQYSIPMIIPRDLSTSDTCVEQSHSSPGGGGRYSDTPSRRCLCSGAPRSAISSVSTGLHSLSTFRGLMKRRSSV
KCNQ1 act: potentiators or activators of KCNQ1 channel, primary screen, cell-based, thallium flux, high-throughput | Potassium voltage-gated channel subfamily KQT member 1 (Homo sapiens), P51787 | CHO-K1 KCNQ1, thallium flux FluxOR fluorescence; hits give high values | actives 0.35% (n = 310,000) | B-score at 10 µM;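 active = fluorescence ratio B-score, a plate-corrected score, at least three library SD, with initial intensity B-score within 5 SD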
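Schedule – 37 °C overnight plating, 90-min dark dye load, 20-min compound pretreatment · System – stable KCNQ1 CHO-K1 line · Probe or stimulus – thallium- and potassium-containing depolarizing buffer · Measured by – kinetic FluxOR fluorescence, 10 s baseline plus 110 s post-stimulus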
TRPC4 act: activators of mouse TRPC4 channel, primary screen, Fluo4 calcium, HEK293 TRPC4beta/mu-opioid cells; actives 0.49% (n = 310,000); B-score at 10 µM; AID 2237, 2010; Short transient receptor potential channel 4 (Mus musculus), Q9QUQ5; Fluo4 calcium fluorescence; hits give high values;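 active = B-score above 5 SD of library B-scores, and initial fluorescence ratio not above library mean plus 5 SD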;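 also: positive B-score marks a calcium rise read as TRPC4 activation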
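Incubation: 45 min room-temperature Fluo4 loading, 110 s read / System: HEK293 cells stably co-expressing mouse TRPC4beta and mu-opioid receptor / Signal: Fluo4 fluorescence, kinetic / Control set: buffer (low) and maximal DAMGO (high) / Measure: integrated baseline-normalised fluorescence ratio, converted to per-well B score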
ANO1 activ: TMEM16A chloride channel activators or potentiators, primary screen, cell-based, HTS. Anoctamin-1 (Mus musculus), Q8BHY3. HEK293 TMEM16A/YFP-H148Q/I152L, iodide quench fluorescence; hits give low values. B-score at 10 µM. actives 0.3% (n = 340,000). AID 623877, 2012;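 active = fluorescence-ratio B-score plate-corrected deviation score at least 3 library SD below zero, with starting fluorescence score within 5 deviations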;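 also: channel opened by trigger with iodide after compound preincubation; score built on the fluorescence ratio of max minus min over baseline; more negative score means more quench and so TMEM16A activation or potentiation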
hERG protect: hERG rescue from dofetilide block, primary screen, cell-based, CHO-hERG, FluxOR thallium flux, dofetilide IC70; Voltage-gated inwardly rectifying potassium channel KCNH2 (Homo sapiens), Q12809; dofetilide IC70 present; activation (rescue from dofetilide block), less the hit threshold, % at 10 µM; actives 0.51% (n = 310,000);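 active = activation above the mean of controls blocked by dofetilide plus 5 SD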;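 also: thallium influx through hERG after potassium depolarization seen as dye fluorescence rise; in these data hits start at about 4.7%; inactives centre near -7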
TRPC4 potent: positive allosteric modulators of TRPC4, primary screen, cell-based, mouse TRPC4beta, HEK293 mu-opioid, Fluo-4 calcium. Short transient receptor potential channel 4 (Mus musculus), Q9QUQ5. DAMGO EC20, Fluo-4 Ca2+ flux; hits give high values. B-score at 10 µM. actives 0.42% (n = 310,000). AID 2227, 2009;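 active = B-score of calcium response area above 5 SD of library B-scores, with initial fluorescence ratio within 5 SD of library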;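 also: B-score of integrated fluorescence ratio over time as area under calcium response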
KCNQ1 block: inhibitors of human KCNQ1 channel, primary screen, cell-based, thallium flux, high-throughput | Potassium voltage-gated channel subfamily KQT member 1 (Homo sapiens), P51787 | CHO-K1 KCNQ1, FluxOR thallium flux fluorescence; hits give high values | B-score at 10 µM | actives 1.3% (n = 310,000);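 active = compounds whose thallium flux B-score, printed positive for inhibition, exceeds three library SD while starting fluorescence stays within three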;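 also: channel opened by potassium depolarization with thallium stimulus after 20 min compound exposure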
KCNK9 inh: KCNK9 potassium channel inhibitors, primary screen, HEK293 cells, thallium flux; B-score at 10 µM; actives 1.2% (n = 310,000); FluxOR thallium flux fluorescence; hits give low values;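 active = ratio B-score over 3 SD below the library mean, with starting fluorescence within 5 SD of its mean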;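 also: negative B-score means less thallium flux so channel inhibition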
An asterisk follows results filed as active; i = inactive; ? = inconclusive; . = no result given.

SMILES | HDAC3 inh | Dyrk1A ADPGlo | TMEM16A inh | KCNK3 block | KCNQ1 act | TRPC4 act | ANO1 activ | hERG protect | TRPC4 potent | KCNQ1 block | KCNK9 inh
CCCOc1ccc(S(=O)(=O)N2CCN(C)CC2)c2ccccc12 | 7 | 6 | i | i | i | i | i | -5 | i | i | i
CCNC(=S)NC1CC2CCCC(C1)N2CCc1ccccc1 (stereo not given) | -1 | 6 | i | i | i | i | i | -10 | i | i | i
COc1ccccc1OCc1ccc(C(=O)NC2CCCCC2)o1 | 7 | -4 | i | i | i | i | i | -6 | i | i | i
COc1cccc(NC(=O)C2CCN(S(C)(=O)=O)CC2)c1 | -2 | 7 | i | i | i | i | i | -3 | i | i | i
CC(C)CN(C(=O)COC(=O)c1ccc([N+](=O)[O-])s1)c1c(N)n(Cc2ccccc2)c(=O)[nH]c1=O | 4 | 17 | i | i | i | i | i | -11 | i | i | i
COc1ccc(/C=C2\SC(=O)N(CCNC(=O)Cc3coc4cc(C)ccc34)C2=O)cc1OC | 12 | 1 | i | i | i | i | i | -6 | i | i | i
Cc1ccc(NC(=S)NC(C)(C)C)c([N+](=O)[O-])c1 | 4 | 10 | i | i | i | i | i | -12 | i | i | i
Cn1c(COc2ccccc2)nnc1SCC(=O)Nc1ccc2c(c1)OCO2 | -4 | -9 | i | i | i | i | i | -9 | i | i | i
CN(C)CCCNc1nc(-c2ccccc2)c2c(c1C#N)CC(C)(C)OC2 | -6 | -3 | i | i | i | i | i | -8 | i | i | i
CCn1c(CSc2nc3ccccc3s2)nnc1SCC(=O)OC(C)(C)C | -2 | 2 | i | i | i | i | i | -14 | i | i | i
Cc1[nH]c(=O)[nH]c1C(=O)CCCCC(=O)O | -20 | 0 | i | i | i | i | i | -6 | i | i | i
CCCc1nnc2n1N=C(c1ccc(C)cc1)CS2 | 3 | 3 | i | i | i | i | i | -3 | i | i | i
O=C(O)CCN1C(=O)c2ccc(NC(=O)CSc3ccc(Cl)cc3)cc2C1=O | 0 | 2 | i | i | i | i | i | -5 | i | i | i
Cc1ccc(S(=O)(=O)c2ccccc2)cc1S | 0 | . | i | . | i | i | . | -5 | i | i | i
C[C@@H]1CC=C[C@H]2[C@H]1C(=O)N(Cc1ccccc1)[C@H]2c1ccc(F)c(Br)c1 | . | . | . | . | i | i | . | -26 | i | 10* | -19*
CC1=CC(c2ccc(Cl)cc2)n2nc(NC(=O)CCC(=O)O)nc2N1 (stereo not given) | -55 | -3 | i | i | i | i | i | -13 | i | i | i
S=C(Nc1ccccc1)N1N=C(c2cccs2)CC1c1cccs1 (stereo not given) | 6 | -3 | i | i | i | i | i | -15 | i | i | i
Cc1ccc(O)c(-c2[nH]ncc2C(=O)c2ccc(Cl)cc2)c1 | 0 | 6 | i | i | i | i | i | -5 | i | i | i
Cc1nc(-c2ccccn2)nc(N(C)c2ccccc2)c1Cl | 5 | 7 | i | i | i | i | i | -9 | i | i | i
CCOC(=O)C1(Cc2cccc(OC)c2)CCN(Cc2csc(C(C)=O)c2)CC1 | 1 | 3 | i | i | i | i | i | -23 | i | i | i
Brc1cccc(CNCC2CCCO2)c1 (stereo not given) | -8 | -3 | i | i | i | i | i | -5 | i | i | i
O=C(O)c1ccc2c3c(ncnc13)-c1ccccc1C2=O | 0 | . | i | . | i | i | . | -5 | i | i | i
COc1ccc(CN(C(=O)CSc2nnc(-c3ccccc3C)o2)c2ccc(F)cc2)cc1 | 17 | -2 | i | i | i | i | i | -15 | i | 6* | i
Cc1cc(=O)oc(C)c1C(=O)N[C@@H]1CCCCNC1=O | -1 | -5 | i | i | i | i | i | -10 | i | i | i
CNCc1ccccc1Sc1ccc(OC)c(OC)c1 | -2 | 4 | i | i | i | i | i | -1 | i | i | i
(listing goes on)
SMILES | HDAC3 inh | Dyrk1A ADPGlo | TMEM16A inh | KCNK3 block | KCNQ1 act | TRPC4 act | ANO1 activ | hERG protect | TRPC4 potent | KCNQ1 block | KCNK9 inh
COc1ccc(NC(=O)Cc2c(C(=O)O)n(C)c3ccccc23)cc1OC | -3 | -3 | i | i | i | i | i | -8 | i | i | i
CCOC(=O)C1CCN(C(=O)c2cccnc2)CC1 | -6 | -2 | i | i | i | i | i | 0 | i | i | i
O=c1c2ccccc2nc(/C=C/c2ccc(Cl)cc2)n1CCO | 0 | . | i | i | i | i | i | -7 | i | i | i
CCOc1ccccc1NC(=O)c1cc(C(=O)Nc2ccccc2OCC)cc(N2C(=O)CCC2=O)c1 | -6 | -1 | i | i | i | i | i | -11 | i | i | i
CCOc1ccc(C)cc1S(=O)(=O)NC1CCCCCC1 | -2 | 3 | i | i | i | i | i | -8 | i | i | i
Cc1nc2ccccc2c(=O)n1N | -7 | -7 | i | i | i | i | i | -2 | i | i | i
O=C(Nc1cc(C(F)(F)F)ccc1-n1cncn1)c1ccc([N+](=O)[O-])o1 | -4 | 0 | i | i | i | i | i | -12 | i | i | i
O=C(NNC(=O)c1ccccc1O)c1ccco1 | 8 | -4 | i | i | i | i | i | -12 | i | i | i
Cc1cc(NC(=O)Cn2cnc3c(cnn3C(C)(C)C)c2=O)no1 | -2 | -3 | i | i | i | i | i | -7 | i | i | i
Cc1cc(NC(=O)C(C)Oc2ccc(C(C)(C)C)cc2)no1 (stereo not given) | 4 | 2 | i | i | i | i | i | -3 | i | i | i
Cc1ccccc1NC(=O)CC(=O)c1ccccc1 | -1 | 15 | i | i | i | i | i | -9 | i | i | i
C=CCn1c(SCC(=O)O)nnc1-c1cccc(Cl)c1 | -1 | -4 | i | i | i | i | i | -1 | i | i | i
CC(=O)Nc1ccc(NC(=O)C2CCCN2C(=O)Nc2ccc(F)c([N+](=O)[O-])c2)cc1 (stereo not given) | -3 | -10 | i | i | i | i | i | -14 | i | i | i
COC(=O)c1cc(NC2c3ccccc3C(=O)N2c2cccnc2)cc(C(=O)OC)c1 (stereo not given) | . | 2 | i | -9* | i | i | i | -16 | i | i | i
Cc1ccc(S(=O)(=O)N(C)c2ccc(OCC(=O)Nc3nc(-c4ccccc4)cs3)cc2)cc1 | -12 | -4 | i | i | i | i | i | -12 | i | i | -7.2*
Cc1ccc(OCC(=O)O/N=C(\N)c2cccc([N+](=O)[O-])c2)cc1C | 1 | 0 | i | i | i | i | i | -7 | i | i | i
CCOc1ccc(S(=O)(=O)Nc2ccc(C(=O)N(C)CC(=O)Nc3ccc(OC)cc3)cc2)cc1 | -1 | 10 | i | i | i | i | i | -11 | i | i | i
CCn1c(COc2ccc(C(C)C)cc2)nnc1SCC(=O)Nc1nccs1 | 2 | -12 | i | i | i | i | i | -5 | i | i | i
Cc1oc(-c2cccs2)nc1CS(=O)CC(=O)NCCCN1CC(C)CC(C)C1 (stereo not given) | 3 | 0 | i | i | i | i | i | -4 | i | i | i
CCOc1ccc(NS(=O)(=O)c2ccc(C(=O)N(C)CC(=O)Nc3ccc(C)cc3)cc2)cc1 | 6 | -15 | i | i | i | i | i | -11 | i | i | i
CCOC(=O)c1c(C)n(CC)c2c1cc(O)c1ccccc12 | -3 | 5 | i | i | i | i | i | -2 | i | i | i
CCOc1ccc(S(=O)(=O)N(C)c2ccc(OCC(=O)NCc3cccnc3)cc2)cc1 | 0 | 1 | i | i | i | i | i | -7 | i | i | i
CCCCN1C(=O)Nc2ccccc2S1(=O)=O | ? | -4 | i | i | i | i | i | -8 | i | i | i
O=[N+]([O-])c1ccc(O)c(C=Nc2cccc3ccccc23)c1 | -3 | 11 | i | i | i | i | i | 0 | i | i | i
O=C(CCc1cn(Cc2ccc(F)cc2)c2ccccc12)N1CCOCC1 | -8 | -1 | i | i | i | i | i | -7 | i | i | i
Additional records:
SMILES | HDAC3 inh | Dyrk1A ADPGlo | TMEM16A inh | KCNK3 block | KCNQ1 act | TRPC4 act | ANO1 activ | hERG protect | TRPC4 potent | KCNQ1 block | KCNK9 inh
O=C(NCC1CCCO1)c1ccc(Cn2c(=S)[nH]c3ccccc3c2=O)cc1 (stereo not given) | 4 | -5 | i | i | i | i | i | -8 | i | i | i
Cc1cccc(Oc2coc3cc(O)ccc3c2=O)c1 | -20 | 2 | i | i | i | i | i | -13 | i | i | i
CCCCn1c(=O)n(CC(=O)Nc2ccc(C)c(Cl)c2)c(=O)c2c1ncn2Cc1ccco1 | -10 | 8 | i | i | i | i | i | -7 | i | i | i
COc1ccc(Cn2c(=O)[nH]c3cc(C(=O)NC4CCCC4)ccc3c2=O)cc1 | 1 | 2 | i | i | i | i | i | -10 | i | i | i
CCOCCCn1c(=O)c2ccccc2n2c(=S)[nH]nc12 | 20 | 23 | i | i | i | i | i | -2 | i | i | i
Cc1onc(-c2c(F)cccc2Cl)c1C(=O)N1CCCCC1 | 3 | -3 | i | i | i | i | i | -7 | i | i | i
COc1ccccc1N1CCN(C(=O)CSc2nnc(NC(=O)C(C)C)s2)CC1 | -10 | -4 | i | i | i | i | i | -2 | i | i | i
COc1ccc2[nH]cc(CCNC(=O)Nc3ccccc3C)c2c1 | -4 | 14 | i | i | i | i | i | -11 | i | i | i
CCCn1c(SCCC(=O)O)nc2ccccc21 | 4 | -4 | i | i | i | i | i | -11 | i | i | i

Part of the list above with just KCNQ1 block:
compound	KCNQ1 block
COc1ccc2[nH]cc(CCNC(=O)Nc3ccccc3C)c2c1	i
CCCCn1c(=O)n(CC(=O)Nc2ccc(C)c(Cl)c2)c(=O)c2c1ncn2Cc1ccco1	i
COc1ccc(Cn2c(=O)[nH]c3cc(C(=O)NC4CCCC4)ccc3c2=O)cc1	i

A portion of the library; count on the stated rates, not on these rows.
